# NALP1 yeast inh: inhibitors of NALP1 inflammasome in yeast; S. cerevisiae NALP1/ASC/caspase-1 growth, X-gal OD620, 72 h; inhibition, % at 10 µM; 280,000 compounds, 0.61% hits; AID 2071; in the data active means inhibition mostly above about 24%, no sharp cut-off; inactive means mostly below about 32%; further: some compounds called inactive have numbers as strong as hits
# IDE cell inh: inhibitors of human insulin-degrading enzyme in cells; 320,000 compounds, 0.41% hits; HEK cells, FAbetaB cleavage, fluorescence polarization; P14735; AID 434962; inhibition, % at 5.59 µM;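 active means percent inhibition above the average of all tested compounds plus 3 SD, set per screening campaign, cut at about 16% in these data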;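 further: IDE supplied by intact live HEK cells; FP after avidin binding of uncleaved biotin substrate so inhibition keeps polarization high; 0% = DMSO wells and 100% = 60 µM reference IDE inhibitor Ii1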
# VIM-2 inh: blocks Pseudomonas aeruginosa VIM-2 metallo-beta-lactamase; 290,000 compounds, 0.89% hits; inhibition, % at 5.6 µM; purified VIM-2, nitrocefin hydrolysis, epi-absorbance fluorescence;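 active means inhibition above the mean of all tested compounds plus 3 SD, cutoff set per screening run, cut at about 7.5% in these data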;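 further: red hydrolysis product quenches plate fluorescence so inhibitors raise well fluorescence; 0% = enzyme with DMSO and 100% = DMSO without enzyme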
# M18AAP inhibitor: blocks P. falciparum M18 aspartyl aminopeptidase. recombinant PfM18AAP, H-Glu-NHMec fluorogenic cleavage. inhibition, % at 7.35 µM. 290,000 compounds, 1.2% hits. AID 1822;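 active means inhibition above the campaign mean inhibition over all tested compounds plus 3 SD, cut at about 28% in these data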;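 further: 0% = plate median of test compound wells and 100% = 2 mM ZnCl2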
# IMP-1 inhibitor: inhibitors of Pseudomonas aeruginosa IMP-1 metallo-beta-lactamase. purified IMP-1, nitrocefin hydrolysis, epi-absorbance fluorescence. inhibition, % at 5.6 µM. 290,000 compounds, 0.45% hits. AID 1556;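 active means inhibition above the mean plus 3 SD of all compounds in the same screening run, cut at about 4.5% in these data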;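 further: 0% = IMP-1 with DMSO and 100% = DMSO wells lacking enzyme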
#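 Assay system: purified IMP-1; Quantity: IMP-1 0.2 nM before substrate addition; Medium: HEPES buffer pH 7.1 with ZnSO4 and Brij 35; Incubation: 15 min enzyme–compound preincubation, then 25 min nitrocefin reaction, 25 °C; Signal: fluorescence quenching readout, ex 480/em 530 nm; Controls: DMSO with and without IMP-1; Repeats: singlicate testing.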
# GPR7 antag: blocks human GPR7 receptor signaling. GPR7-expressing cells, fluorescence antagonist assay. inhibition, % at 4.4 µM. 290,000 compounds, 1.1% hits. AID 1861; in the data active means inhibition above about 16%, passing the limit was not always enough;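 further: cells stimulated with the agonist NPW; 0% = agonist with vehicle and 100% = vehicle without agonist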
# p-CIP stab down: p/CIP protein destabilization. 290,000 compounds, 0.01% hits. F442A p/CIP-EGFP cells, EGFP fluorescence, 16 h. Q05BA5. decrease of EGFP signal, % at 10 µM. AID 1984;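 active means EGFP signal decrease of at least 30% at 10 µM or well 3 SD below plate mean, unless failing retest; inactive means the rest, including hits failing retest or dose response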; further: some compounds called inactive have numbers as strong as hits; many of its hits are not listed in these tables
# Target sequence (Q05BA5 1-1403): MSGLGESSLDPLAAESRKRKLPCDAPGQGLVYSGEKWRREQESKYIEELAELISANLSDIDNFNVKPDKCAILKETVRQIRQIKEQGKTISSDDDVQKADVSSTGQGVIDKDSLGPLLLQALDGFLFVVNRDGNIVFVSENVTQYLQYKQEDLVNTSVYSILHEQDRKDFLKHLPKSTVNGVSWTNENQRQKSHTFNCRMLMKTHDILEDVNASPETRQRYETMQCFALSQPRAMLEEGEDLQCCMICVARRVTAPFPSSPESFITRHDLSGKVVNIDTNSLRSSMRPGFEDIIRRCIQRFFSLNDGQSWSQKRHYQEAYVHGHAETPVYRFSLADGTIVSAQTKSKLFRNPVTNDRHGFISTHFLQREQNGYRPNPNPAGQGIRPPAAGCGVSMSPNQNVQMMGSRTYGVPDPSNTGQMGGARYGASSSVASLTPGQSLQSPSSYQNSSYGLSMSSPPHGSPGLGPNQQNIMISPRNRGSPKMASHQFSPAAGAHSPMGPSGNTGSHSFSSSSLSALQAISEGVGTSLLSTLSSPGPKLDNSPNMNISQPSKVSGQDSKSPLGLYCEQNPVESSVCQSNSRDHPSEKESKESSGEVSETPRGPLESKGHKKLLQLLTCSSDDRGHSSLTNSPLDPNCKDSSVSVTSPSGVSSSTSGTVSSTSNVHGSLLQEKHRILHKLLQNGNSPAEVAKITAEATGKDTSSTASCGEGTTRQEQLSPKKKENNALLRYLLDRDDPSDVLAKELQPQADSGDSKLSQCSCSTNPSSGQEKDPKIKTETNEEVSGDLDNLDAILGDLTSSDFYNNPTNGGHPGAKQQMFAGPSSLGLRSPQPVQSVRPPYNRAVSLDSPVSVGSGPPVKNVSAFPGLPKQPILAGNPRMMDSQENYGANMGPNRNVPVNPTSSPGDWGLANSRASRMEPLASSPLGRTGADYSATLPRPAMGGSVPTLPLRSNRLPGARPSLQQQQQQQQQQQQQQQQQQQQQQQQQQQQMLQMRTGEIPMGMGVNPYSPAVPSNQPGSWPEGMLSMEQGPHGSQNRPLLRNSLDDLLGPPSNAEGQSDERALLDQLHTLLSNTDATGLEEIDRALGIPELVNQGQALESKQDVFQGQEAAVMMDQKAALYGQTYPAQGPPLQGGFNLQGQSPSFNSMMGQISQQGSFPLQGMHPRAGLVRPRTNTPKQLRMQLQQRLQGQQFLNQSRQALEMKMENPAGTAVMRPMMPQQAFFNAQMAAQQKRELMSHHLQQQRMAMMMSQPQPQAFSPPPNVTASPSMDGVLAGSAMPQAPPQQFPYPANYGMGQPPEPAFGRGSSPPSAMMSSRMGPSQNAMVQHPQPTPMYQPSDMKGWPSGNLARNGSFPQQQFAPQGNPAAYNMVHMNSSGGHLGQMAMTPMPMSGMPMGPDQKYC
# IDE cell activ: boosts human insulin-degrading enzyme activity in HEK cells; FAbeta-B cleavage, fluorescence polarization; 0% vehicle, 100% cell-free pure enzyme wells; activation, % at 5.96 µM; 340,000 compounds, 0.073% hits; P14735;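 active means activation above the mean of all tested compounds plus 3 SD, set per screening campaign, cut at about 17% in these data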
# PHOSPHO1 inh: blocks human PHOSPHO1 phosphatase activity. 290,000 compounds, 1.1% hits. AID 1565. Q8TCT1. recombinant PHOSPHO1, absorbance phosphatase assay. inhibition, % at 13.3 µM; in the data active means inhibition above about 60%
# Active calls of the source: *; nt = no result given.
item	SMILES	NALP1 yeast inh	IDE cell inh	VIM-2 inh	M18AAP inhibitor	IMP-1 inhibitor
1	COc1ccc(C(=O)C2CCCN(Cc3ccc(C#CCCO)cc3)C2)c(OC)c1 (stereo not drawn)	14	2	-1.3	-5	-3.3
2	CCCCN1C(=O)/C(=C/C=C2/CC(C)(C)CN2C)SC1=S	16	107*	2.8	7	3.1
3	Cc1ccc(/C=N/n2nnnc2N)cc1[N+](=O)[O-]	-3	1	1.2	-8	-0.6
4	CCc1ccccc1NC(=O)CC1S/C(=N\c2nccs2)N(CC)C1=O (stereo not drawn)	4	5	-1.8	-1	-2.8
5	O=C(CN(Cc1ccc(F)cc1)C(=O)CCC(=O)Nc1ccccn1)NCc1ccco1	2	4	-2.1	-4	-1.9
6	O=C(COC(=O)/C=C/c1ccc(Cl)cc1)Nc1ccccc1	7	-1	-2.4	3	-3.6
7	CC(=O)NC(CCS(C)(=O)=O)C(=O)Nc1ccc(Cl)c(Cl)c1 (stereo not drawn)	nt	-2	-2.4	7	-3.2
8	CC(C)Oc1ccc(C(=O)Nc2ccc(N3CCCCC3)cc2)cc1	45	6	-0.2	-2	-1.7
9	COC(=O)c1ccc(-c2nc(O)c3cnccn23)cc1	-16	-1	-1.9	-6	-2.0
10	O=[N+]([O-])c1ccc(O)c(/C=N/Nc2ccc(Cl)nn2)c1	8	-4	-3.6	0	-1.0
11	CCCS(=O)(=O)C/C(N)=N/OC(=O)c1ccc(Cl)cc1	-11	-1	-1.0	-3	-2.1
12	O=[N+]([O-])c1cccc(S(=O)(=O)Nc2ccc(S(=O)(=O)Nc3nccs3)cc2)c1	3	-3	-1.4	2	-1.5

item	GPR7 antag	p-CIP stab down	IDE cell activ	PHOSPHO1 inh
1	3	-10	3	32
2	5	-180	-130	-12
3	13	0	4	13
4	-15	-5	2	1
5	1	-5	5	1
6	-6	-24	1	-2
7	-19	-8	5	10
8	-11	-8	1	17
9	-4	2	1	9
10	2	-10	5	10
11	6	-7	nt	10
12	-18	-9	3	30

# Further structures.
item	SMILES	NALP1 yeast inh	IDE cell inh	VIM-2 inh	M18AAP inhibitor	IMP-1 inhibitor
13	Cc1ccc2sc(N(CCCN(C)C)C(=O)c3ccc(Br)s3)nc2c1C	4	2	2.5	8	1.5
14	CCCCN(C(=O)NC(=O)Nc1c(C)cc(C)cc1C)S(C)(=O)=O	-16	-4	0.2	-8	-1.8
15	Cc1cc(-c2nnnn2-c2ccc(F)cc2)no1	20	4	-0.1	-13	-2.5
16	O=c1c2ccccc2nc(/C=C/c2cc(Br)ccc2O)n1CCCO	8	3	-1.6	7	-1.3
17	O=C(O)c1cc(S(=O)(=O)N2CCOCC2)ccc1N1CCOCC1	10	11	-4.6	-2	1.7
18	Clc1ccc(CN2CCN(c3ccccc3)CC2)cn1	-20	-1	-2.4	3	-0.9
19	O=C(CCC1CCCN(C(=O)Cn2cnnn2)C1)NCc1ccc(F)c(F)c1 (stereo not drawn)	13	7	0.7	-8	-0.4
20	CCOc1cc(C2C(C(=O)O)c3cc(OCC)c(OCC)cc3C(=O)N2C)ccc1O (stereo not drawn)	30	6	-2.4	3	-3.3
21	Cc1nc(N2CCOCC2)c2c3c(sc2n1)CCC3	-12	-2	-1.2	1	-4.4
22	Cc1nc2ccc(NC(=O)c3ccc(N4C(=O)CCC4=O)cc3)cc2s1	3	-6	-2.5	4	-2.6
23	COc1ccc(CNC(=S)NCc2ccc(OC(C)C)cc2)cc1	20	8	-0.4	0	-2.9
24	CC1=CC(C2CC(=O)N(c3ccccc3C)C2=O)CC2C(=O)N(c3ccccc3C)C(=O)C12 (stereo not drawn)	16	-5	-4.5	-1	-0.2

item	GPR7 antag	p-CIP stab down	IDE cell activ	PHOSPHO1 inh
13	41*	-4	18*	-16
14	-8	8	-2	-3
15	-11	-11	-2	23
16	-1	4	-5	29
17	-3	-13	2	10
18	-8	-7	5	14
19	5	6	-4	40
20	-1	-8	0	-7
21	-16	2	0	-16
22	-11	3	0	-6
23	1	-4	2	-7
24	-8	-5	3	-7

# Continued:
item	SMILES	NALP1 yeast inh	IDE cell inh	VIM-2 inh	M18AAP inhibitor	IMP-1 inhibitor
25	COc1ccc(S(=O)(=O)N2CCC(C(=O)Nc3ccccc3N3CCCC3)CC2)cc1OC	5	-2	-2.5	14	-2.6
26	Cc1cccc(C(=O)NN2C(=O)C3C(c4ccccc4)C=CC(c4ccccc4)C3C2=O)c1 (stereo not drawn)	5	5	7.3	-4	21*
27	CC(C)CC(=O)NC(c1ccccc1)c1c(O)ccc2ccccc12 (stereo not drawn)	-2	11	-2.5	-2	-6.1
28	CC(OC(=O)c1ccccc1CCc1ccccc1)C(N)=O (stereo not drawn)	3	1	1.2	6	0.8
29	O=C(Nc1nnc(C2CC2)s1)C1CC(=O)N(c2ccc3c(c2)OCCO3)C1 (stereo not drawn)	28	-4	0.8	-2	-0.6
30	CCNC(=S)N(CCCN(C)C)Cc1cc2cc3c(cc2[nH]c1=O)OCCO3	12	0	-1.4	4	-2.4
31	COc1ccc(/C=C2\SC(=S)N(CCC(=O)Nc3ccc(C(=O)O)cc3)C2=O)cc1	3	-3	-0.2	-4	-1.9
32	COc1ccc(CC(=O)N2CC(C)CC(C)C2)cc1 (stereo not drawn)	37	1	-1.8	-2	-1.0
33	CCC(=O)Nc1cccc(-n2nnnc2SCC(=O)c2ccc(C)c(C)c2)c1	15	9	0.2	9	1.1
34	O=C(COc1ccccc1C(=O)NCc1ccccn1)Nc1ccc(Br)cc1	3	0	-5.8	7	-3.4
35	C=C(C)[C@@H]1CC=C(CN2CCN(Cc3ccccc3)CC2)CC1	5	2	0.9	12	-5.0
36	CN(C)S(=O)(=O)N1CCC(Oc2cccc(C(=O)NC3CCCCCC3)c2)CC1	-2	-9	-2.9	-4	-3.3

item	GPR7 antag	p-CIP stab down	IDE cell activ	PHOSPHO1 inh
25	-10	-7	1	26
26	-10	-12	4	19
27	-9	-6	1	-7
28	-1	1	1	35
29	-6	-5	-3	-2
30	4	10	6	8
31	-21	2	6	29
32	-1	-5	3	13
33	11	-3	-9	0
34	-4	-10	-2	2
35	-14	-11	0	11
36	15	-39	2	46

# Copied from above: entries 35–36
item	SMILES	NALP1 yeast inh	IDE cell inh	VIM-2 inh	M18AAP inhibitor	IMP-1 inhibitor
35	C=C(C)[C@@H]1CC=C(CN2CCN(Cc3ccccc3)CC2)CC1	5	2	0.9	12	-5.0
36	CN(C)S(=O)(=O)N1CCC(Oc2cccc(C(=O)NC3CCCCCC3)c2)CC1	-2	-9	-2.9	-4	-3.3

item	GPR7 antag	p-CIP stab down	IDE cell activ	PHOSPHO1 inh
35	-14	-11	0	11
36	15	-39	2	46

# Remaining list, next part
item	SMILES	NALP1 yeast inh	IDE cell inh	VIM-2 inh	M18AAP inhibitor	IMP-1 inhibitor
37	O=C(NCCCCCCOC1=NS(=O)(=O)c2ccccc21)C(=O)Nc1ccccc1	10	1	-6.0	-5	-4.8
38	CC(=O)Nc1ccc(C(=O)OC2CCCCC2=O)cc1 (stereo not drawn)	-8	-5	-5.9	-1	-4.0
39	Cc1nn(C)c(C)c1NC(=O)c1ccccc1NC(=O)Nc1ccccc1	-12	-1	-2.1	5	-3.2
40	COc1ccc(CNC(=O)C2CCN(S(=O)(=O)c3ccc4c(c3)N(C(C)=O)CCO4)CC2)cc1	15	-5	1.2	2	-5.5
41	Oc1ccccc1C(=S)N1CCCC1	13	2	-2.0	11	-4.8
42	Cc1ccc(CNS(=O)(=O)c2cn(C)c(=O)n(C)c2=O)cc1	-3	0	-2.4	-3	-3.9
43	CCN(C)Cc1c(C(=O)N2CCc3ccccc3C2)nc2ccc(Cl)cn12	-6	4	-1.5	-8	-1.5
44	Cn1cc(Br)c(C(=O)Nc2c(F)c(F)c(F)c(F)c2F)n1	27	2	0.8	-5	1.1
45	Cc1cc(C)c(OCC(=O)N/N=C/c2ccco2)c(C)c1	7	1	0.4	-4	-1.4
46	CCOC(=O)c1c(N)c(C#N)nn1-c1ccccc1C(=O)OC	-17	nt	-2.1	-6	-2.3
47	Cc1cccc(CC2CC(=O)N(c3nc4ccccc4s3)C2=O)c1 (stereo not drawn)	9	3	0.8	-10	8.6*
48	Cn1c(=O)c2c(nc(NCC3CCCO3)n2C)n(C)c1=O (stereo not drawn)	0	1	-0.4	9	-1.1

item	GPR7 antag	p-CIP stab down	IDE cell activ	PHOSPHO1 inh
37	1	-5	-4	-33
38	5	4	4	-3
39	-10	11	7	7
40	-15	-5	6	2
41	0	-7	0	-2
42	-11	0	5	18
43	-8	-10	-2	20
44	-4	-12	-2	5
45	2	-11	7	-1
46	-1	7	nt	-27
47	-1	3	2	44
48	-10	-3	-8	-14

# Grouped by structure: those above containing a nitro group on carbon.
item	SMILES	NALP1 yeast inh	IDE cell inh	VIM-2 inh	M18AAP inhibitor	IMP-1 inhibitor
3	Cc1ccc(/C=N/n2nnnc2N)cc1[N+](=O)[O-]	-3	1	1.2	-8	-0.6
10	O=[N+]([O-])c1ccc(O)c(/C=N/Nc2ccc(Cl)nn2)c1	8	-4	-3.6	0	-1.0
12	O=[N+]([O-])c1cccc(S(=O)(=O)Nc2ccc(S(=O)(=O)Nc3nccs3)cc2)c1	3	-3	-1.4	2	-1.5

item	GPR7 antag	p-CIP stab down	IDE cell activ	PHOSPHO1 inh
3	13	0	4	13
10	2	-10	5	10
12	-18	-9	3	30

# (listing goes on)
item	SMILES	NALP1 yeast inh	IDE cell inh	VIM-2 inh	M18AAP inhibitor	IMP-1 inhibitor
49	O=C(CCC(=O)N(c1cccc(F)c1)C(C(=O)NC1CCCC1)c1ccncc1)Nc1cccnc1 (stereo not drawn)	-10	-2	-4.9	-2	-3.8
50	O=C1NC(=Nc2ccccc2Cl)S/C1=C\c1cccc([N+](=O)[O-])c1O	10	5	-3.1	4	-7.7
51	CCOC(=O)C1=NOC2C(=O)N(c3ccc(Cl)cc3Cl)C(=O)C12 (stereo not drawn)	-1	-1	-4.1	4	-4.5
52	Cc1c(CCC(=O)O)c(=O)oc2cc(OCc3ccc(Br)cc3)ccc12	5	nt	-2.1	-12	-4.5
53	COc1ccc(CC(=O)N2CCc3cc(OC)c(OC)cc3C2C)c(OC)c1 (stereo not drawn)	1	-6	-1.1	4	-3.5
54	CC(=O)N1CCN=C1SCc1ccccc1F	18	2	-1.1	6	-3.2
55	CCOC(=O)c1ccsc1NC(=O)c1ccco1	20	-5	9.1*	-6	-1.2
56	Cc1[nH]c(=O)[nH]c(=O)c1S(=O)(=O)Nc1ccc(F)cc1Cl	7	nt	-2.0	0	-4.3
57	CCOc1ccc2oc(C(=O)N3CC(C)OC(C)C3)c(C)c2c1 (stereo not drawn)	16	5	-2.0	6	-3.0
58	Cc1cc(C)c(OCC(=O)Nc2cc(C(=O)O)cc(C(=O)O)c2)cc1C	10	3	-1.0	-7	-1.7
59	CC(=O)/C=C/c1ccc2ccccc2n1	8	3	-1.8	-8	-2.1
60	O=[N+]([O-])c1cc(Cl)ccc1N1CCCCC1	4	2	-2.3	1	-2.1

item	GPR7 antag	p-CIP stab down	IDE cell activ	PHOSPHO1 inh
49	-4	-6	7	-10
50	13	-2	4	nt
51	-7	-1	1	-29
52	0	-21	-8	5
53	3	-3	-1	33
54	2	3	-1	-14
55	12	-5	0	47
56	-20	-6	4	39
57	-5	-9	1	43
58	8	-1	2	-2
59	13	-8	0	25
60	-5	0	3	-26

# Screening data deposited in PubChem BioAssay by several laboratories.
